Screens: PubChem BioAssay, several laboratories
HTR5A ag: activates human HTR5A in OPRM1-OPRD1 agonist counter-screen. P47898. activation, % at 9.3 µM. AID 504692. 340,000 compounds, 0.61% hits. HTR5A agonist assay, luminescence, cell-based; in the data active = activation mostly above about 9.5%, no sharp cut-off; inactive = mostly below about 7.6%;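 also: 0% = cells with vehicle only and 100% = reference agonist; strong numbers were not always called active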
CDK5 inh: CDK5/p35 (human) kinase inhibition; inhibition, % at 10 µM; 330,000 compounds, 0.01% hits; AID 488839; Q00535+Q15078; Recombinant CDK5/p35, ADP-Glo luminescence, 60 min;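 active = highest replicate inhibition of at least 50% and at least 75% of replicates reaching 50%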;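 also: plate controls were DMSO neutral control for no effect and GW8510 at 10 µM for full effect; many of its hits are not listed in these tables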
Target sequence (Q00535 whole entry, looked up): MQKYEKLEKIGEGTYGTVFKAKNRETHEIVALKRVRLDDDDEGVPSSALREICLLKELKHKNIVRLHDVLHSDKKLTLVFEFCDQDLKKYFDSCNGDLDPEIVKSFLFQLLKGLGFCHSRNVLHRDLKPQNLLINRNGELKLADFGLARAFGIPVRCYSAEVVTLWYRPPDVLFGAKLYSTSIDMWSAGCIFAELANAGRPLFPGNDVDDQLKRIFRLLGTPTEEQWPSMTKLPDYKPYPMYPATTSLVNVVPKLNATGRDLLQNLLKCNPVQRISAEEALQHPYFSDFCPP
Target sequence (Q15078 whole entry, looked up): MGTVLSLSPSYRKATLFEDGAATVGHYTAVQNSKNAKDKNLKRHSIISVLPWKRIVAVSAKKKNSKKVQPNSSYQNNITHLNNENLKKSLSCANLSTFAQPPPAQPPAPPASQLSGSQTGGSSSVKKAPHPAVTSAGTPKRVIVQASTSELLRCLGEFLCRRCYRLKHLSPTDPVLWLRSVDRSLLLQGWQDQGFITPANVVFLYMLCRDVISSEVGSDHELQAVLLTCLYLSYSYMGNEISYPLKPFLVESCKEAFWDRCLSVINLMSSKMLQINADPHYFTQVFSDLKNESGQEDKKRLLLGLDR
RTF Ca sens act: increases calcium sensitivity of human cardiac regulated thin filaments; IANBD-labeled TnC RTF fluorescence at EC20 calcium; 0% EC20 calcium, 100% full calcium; P19429+P45379; activation, % at 7.2 µM; 340,000 compounds, 0.24% hits;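 active = activation above the mean over all tested compounds plus 3 SD, cut at about 30% in these data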;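 also: rise in fluorescence read as greater calcium sensitivity of cardiac thin filaments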
Rtt109 HAT inh: blocks Candida albicans Rtt109/Vps75 acetyltransferase activity | inhibition, % at 34.9 µM | 330,000 compounds, 0.16% hits | purified Rtt109/Vps75, ThioGlo CoA-SH fluorescence, 4 h | Q5AAJ8;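 active = inhibition of at least 50% in every replicate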
PvdQ acylase: P. aeruginosa PvdQ acylase inhibition; purified PvdQ acylase, fluorescence plate reader; inhibition, % at 10 µM; 340,000 compounds, 0.063% hits; in the data active = inhibition above about 30%, passing the limit was not always enough;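 also: 0% = vehicle neutral wells and 100% = reference inhibitor wells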
SR-BI uptake up: SR-BI HDL lipid transfer activation | CHO ldlA[mSR-BI] cells, DiI-HDL uptake fluorescence, 3 h; 100 = double the neutral-control signal | AID 504775 | activation, % at 12.5 µM | 320,000 compounds, 0.096% hits;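 active = mean replicate activation of at least 60% and every replicate at or above 60%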;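 also: 0% = median plate neutral-control signal and 100% = twice that signal; values of inactives mirror those of a sister screen read the other way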
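Test system: SR-BI-overexpressing, LDLR-lacking CHO cells. Measured by: DiI fluorescence, bottom read. Medium: Ham's F12 with 0.5% BSA, HEPES 25 mM, pH 7.4. Timing: 3 h uptake period with compound, 37 °C.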
MITF act: activators of MITF-driven TRPM1 promoter activity in SK-MEL-5 cells; SK-MEL-5 TRPM1-promoter luciferase, 24 h; % of positive control, neutral wells = 0; activation, % at 12.5 µM; 300,000 compounds, 0.75% hits; AID 588334;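 active = mean activation of at least 80% with every replicate also reaching 80%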;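 also: 0% = neutral control wells and 100% = parthenolide positive control wells; values of inactives mirror those of a sister screen read the other way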
dFosB activator: activators of mouse delta FosB homodimer | P13346 | purified delta FosB, TAMRA-CDK5 oligo fluorescence polarization; percent of positive-control signal above neutral wells | activation, % at 25 µM | 340,000 compounds, 0.99% hits;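 active = mean activation above about 17%, with every replicate also reaching it, limit read from the data, passing the limit was not always enough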;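 also: fluorescence polarization rise as delta FosB binds a TAMRA Cdk5 AP-1 oligo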
Target sequence (P13346 whole entry, looked up): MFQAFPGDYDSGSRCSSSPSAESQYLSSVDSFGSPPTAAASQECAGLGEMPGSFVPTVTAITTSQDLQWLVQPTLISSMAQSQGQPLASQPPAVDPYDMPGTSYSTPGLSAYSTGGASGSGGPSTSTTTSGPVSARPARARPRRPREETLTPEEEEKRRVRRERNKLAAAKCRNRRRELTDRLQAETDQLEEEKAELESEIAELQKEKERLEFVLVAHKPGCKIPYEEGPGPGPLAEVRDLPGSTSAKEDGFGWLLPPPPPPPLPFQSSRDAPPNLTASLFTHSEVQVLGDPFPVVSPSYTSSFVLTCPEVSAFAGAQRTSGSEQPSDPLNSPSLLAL
Wnt bcat act: Wnt/beta-catenin pathway activation | Wnt/beta-catenin reporter cell assay, activator, plate reader | activation, % at 9.35 µM | 300,000 compounds, 1.2% hits | AID 743398; in the data active = activation above about 30%, passing the limit was not always enough;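 also: 0% = neutral control wells and 100% = positive control wells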
SR-BI DiI inh: mouse SR-BI HDL lipid transfer inhibition; ldlA[mSR-BI] CHO cells, DiI-HDL uptake fluorescence, 3 h; inhibition, % at 12.5 µM; 320,000 compounds, 0.96% hits;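 active = mean replicate inhibition of at least 70% and a set share of replicates each scoring 70 or more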;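 also: 0% = median of neutral control wells and 100% = median of positive control wells; values of inactives mirror those of a sister screen read the other way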
Starred values were filed as active, the others as inactive; . = no result given. Some of the compounds tested (hit frequency here may not be typical).

SMILES | HTR5A ag | CDK5 inh | RTF Ca sens act | Rtt109 HAT inh | PvdQ acylase | SR-BI uptake up | MITF act | dFosB activator | Wnt bcat act | SR-BI DiI inh
CCOP(=O)(C(NC(=O)c1ccccc1Cl)=C(Cl)Cl)c1ccccc1 (stereo not drawn) | 1 | 3.2 | -7 | -8 | -8 | 0 | . | 0 | 0 | 0
NC(=O)c1cn(C2CCCCC2)c2ccccc2c1=O | -2 | -0.9 | -1 | -5 | -4 | -15 | 14 | 0 | 1 | 15
CC(C)OCCCNC(=O)c1c(N)n(Cc2cccs2)c2nc3ccccc3nc12 | 0 | 0.5 | -7 | -2 | -10 | -11 | -17 | 1 | . | 11
CCc1ccc2nc(N3CCC(C(=O)N4CCC5(CC4)OCCO5)CC3)sc2c1 | 4 | -0.2 | 1 | 13 | 3 | -9 | 1 | -11 | 11 | 9
O=S(=O)(c1ccc(F)cc1)N1CCCCC1c1cccnc1 (stereo not drawn) | 4 | 1.6 | 7 | 2 | -15 | 16 | -3 | -3 | 0 | -3
CCCC(C)C1(CC)C(=O)NC(=Nc2ccc(F)cc2)NC1=O (stereo not drawn) | -1 | -0.5 | -3 | -5 | 7 | -7 | -1 | 2 | -4 | 7
O=C1OC(c2ccc([N+](=O)[O-])cc2)=N/C1=C/N1CC2CC(C1)c1cccc(=O)n1C2 (stereo not drawn) | 1 | -1.4 | -3 | 2 | 10 | 19 | -12 | -5 | 24 | -19
COC(=O)C(O)(c1ccc2c(c1)CCCN2)C(F)(F)F (stereo not drawn) | -2 | 11 | 3 | -1 | 7 | 13 | 8 | -2 | 0 | -13
COc1ccc(CCNCc2sccc2C)cc1 | -3 | 0.6 | 11 | 5 | -20 | 10 | 4 | 4 | 0 | -10
Cc1ccc(Cn2nc(C(=O)Nc3ccc(Br)cc3)cc2C)cc1 | 6 | 0.8 | -8 | 18 | -3 | -37 | 38 | 0 | 5 | 37
CN1CCN(c2ccc([N+](=O)[O-])cc2Cl)CC1 | 1 | -1.8 | -2 | -7 | 5 | 30 | 15 | -4 | -1 | -30
CC(=O)N(C1=NCCCS1)c1ccccc1F | -2 | -1.4 | 6 | -7 | -17 | 9 | 1 | -5 | -4 | -9
O=C(C1CCCN(c2nnc(-n3cccc3)s2)C1)N1CCC2(CC1)OCCO2 (stereo not drawn) | 2 | -0.6 | -6 | -3 | -20 | 13 | 1 | 7 | -1 | -13
COc1ccc(C2=NCC(=O)N(CC(=O)NCc3ccco3)c3sc4c(c32)CCCC4)cc1 | -4 | 2.7 | 4 | 17 | 21 | -27 | -8 | -12 | 12 | 27
CCCOP(=O)(OCCC)C(NC(=O)c1ccccc1)=C(Cl)Cl | -2 | 1.0 | 0 | 5 | -10 | 18 | -7 | 3 | . | -18
C(#CCN1CCCC1)CN1CCCC1 | -3 | 1.7 | 2 | -3 | -8 | 4 | 29 | 2 | 1 | -4
O=C1NC(=O)C(=Cc2cc(Cl)ccc2OCc2ccc(C(=O)O)cc2)C(=O)N1 | 4 | 0.2 | -1 | 1 | -2 | 24 | 2 | 5 | -1 | -24
COc1ccc(CN2CCN(C(=O)Cc3ccccc3)CC2)c(OC)c1 | -1 | -0.3 | 4 | -12 | 3 | 5 | -11 | -3 | -3 | -5
COC(=O)N(C)c1ccc(C(O)(C(=O)OC)C(F)(F)F)cc1 (stereo not drawn) | 1 | 1.1 | -2 | -3 | -14 | -7 | 10 | -5 | . | 7
COc1ccccc1/C=C1/C(=N/O)C2CCN1CC2 | -1 | -0.2 | -2 | -6 | -11 | -3 | -7 | 0 | . | 3
COC(=O)C1=C(c2ccccc2OCc2ccccc2)C[C@@H]2CC[C@H]1N2C(=O)NCc1ccc(C(C)(C)C)cc1 | 1 | -1.1 | 4 | 6 | -14 | -8 | -14 | 7 | -9 | 8
Cc1ccc(C(O)(C(=O)NNC(=O)CN2CCN(C)CC2)c2ccc(C)cc2)cc1 | 2 | -1.5 | -2 | 30 | 0 | 14 | -3 | -3 | -2 | -14
C[C@]12CCC(=O)CC1CCC1C2CC[C@]2(C)C(OC(=O)CCC(=O)O)CCC12 (stereo partly drawn) | 4 | 0.1 | -2 | -11 | -4 | 27 | 1 | -4 | -3 | -27
CC(=O)c1cccc(OCC(=O)N2CCN(CC(=O)Nc3cccc(F)c3)CC2)c1 | -2 | -8.9 | -1 | 8 | -1 | -38 | 7 | -6 | -4 | 38
CNC(C(=O)c1ccccc1)C(OC(C)=O)c1cccc([N+](=O)[O-])c1 (stereo not drawn) | -1 | -0.9 | 1 | 1 | -16 | -28 | -2 | -4 | 8 | 28
Cc1ccsc1C(=O)C1CCCN(Cc2cnc(N3CCCC3)s2)C1 (stereo not drawn) | 6 | -3.5 | 7 | 2 | -15 | 11 | -10 | -17 | 0 | -11
COc1cccc(-n2c(CN3CCN(C)CC3)nc3ccc([N+](=O)[O-])cc3c2=O)c1 | 3 | -1.5 | -2 | 7 | 7 | -7 | -28 | -4 | -1 | 7
O=[N+]([O-])c1ccccc1CNCCc1ccc(F)cc1 | -1 | -3.0 | -1 | -10 | -10 | 19 | 21 | -4 | . | -19
CN1CCc2nc(SCc3cccc(Br)c3)c(C#N)cc2C1 | 0 | 0.7 | -8 | 5 | -5 | -49 | 2 | -3 | 1 | 49
CCN1C(=O)C(=C2C=C(C)N(Cc3ccco3)C(C)=C2)C(=O)N(CC)C1=S | -3 | 0.0 | -4 | . | 3 | -19 | -5 | -7 | 0 | 19
COc1ccccc1N(CC(=O)NC1CCCC1)C(=O)c1cnn(C(C)C)c1 | 6 | 0.8 | 4 | 5 | -16 | 14 | -1 | -4 | -7 | -14
CCCCCSc1cc(OC)c(CCN(C)C)cc1OC | -4 | -0.2 | -6 | -9 | -11 | 1 | 22 | 1 | . | -1
O=C1CC(=O)N(c2ccc(Cl)cc2)C(=O)N1 | -5 | -0.4 | 2 | 4 | -12 | . | -14 | 4 | -1 | .
CN1CCCN(C(=O)COc2ccccc2Br)CC1 | 1 | -0.5 | -4 | 0 | -2 | -7 | -2 | 3 | -1 | 7
N=C1c2ccccc2CN1NC(=O)C1CC1 | 4 | 1.7 | -8 | -9 | 8 | 66* | 4 | 4 | . | -66
c1cncc(C2CCCCN2)c1 (stereo not drawn) | 8 | -1.9 | 4 | -1 | -13 | 8 | -5 | 4 | -2 | -8
CO[C@H]1[C@@H](OC)CC(OC2OC(CO)C(O)C(O)C2O)/C(=C\C#N)[C@@H]1O (stereo partly drawn) | 1 | -0.1 | -4 | 7 | 5 | 8 | 4 | 2 | 2 | -8
O=C1NC(=O)C(CCc2ccncc2)(Cc2cccc(Cl)c2Cl)C(=O)N1c1ccc(Br)cc1 (stereo not drawn) | 3 | -0.8 | -2 | 19 | -9 | -6 | -9 | -8 | -18 | 6
O=C(N/N=C/c1c(O)n(CCc2ccc(F)cc2)c(=O)[nH]c1=O)c1ccncc1 | 1 | 0.7 | -6 | 10 | -4 | 2 | -5 | 1 | -1 | -2
COc1ccc(-n2nc(C(=O)NCC(=O)N3CCC4(CC3)OCCO4)c3ccccc3c2=O)c(OC)c1 | 4 | -8.2 | -2 | 4 | -25 | . | 74 | -9 | 8 | .
Cc1nn(Cc2ccccc2Cl)c(C)c1C(=O)NC1CCCc2ccccc21 (stereo not drawn) | 2 | . | 4 | 0 | -5 | 9 | -7 | 0 | 1 | -9
COc1cc(CC2C(=O)N(C)C(=O)N(C)C2=O)ccc1OCc1ccccc1 | 3 | -0.2 | 0 | -7 | 14 | 11 | 43 | -5 | 28 | -11
CC(C)OC(=O)c1c(N)n(CC2CCCO2)c2nc3ccccc3nc12 (stereo not drawn) | -1 | 1.3 | -5 | -7 | -14 | -15 | 6 | -1 | -2 | 15
CCC1=Nc2cc(C(=O)N3CCC4(CC3)OCCO4)ccc2Sc2ccc(Br)cc21 | 1 | . | 5 | 4 | -2 | -30 | -5 | 5 | 1 | 30
CN1CCc2c([nH]c3ccccc23)C1 | 2 | 1.5 | 2 | -12 | 4 | 10 | 1 | -4 | -1 | -10

Among those listed so far, 2 have an aryl thioether with sulfur outside any ring.
SMILES | HTR5A ag | CDK5 inh | RTF Ca sens act | Rtt109 HAT inh | PvdQ acylase | SR-BI uptake up | MITF act | dFosB activator | Wnt bcat act | SR-BI DiI inh
CN1CCc2nc(SCc3cccc(Br)c3)c(C#N)cc2C1 | 0 | 0.7 | -8 | 5 | -5 | -49 | 2 | -3 | 1 | 49
CCCCCSc1cc(OC)c(CCN(C)C)cc1OC | -4 | -0.2 | -6 | -9 | -11 | 1 | 22 | 1 | . | -1

Additional results
SMILES | HTR5A ag | CDK5 inh | RTF Ca sens act | Rtt109 HAT inh | PvdQ acylase | SR-BI uptake up | MITF act | dFosB activator | Wnt bcat act | SR-BI DiI inh
N#CC(C#N)=Cc1ccc(N2CCOCC2)cc1 | 5 | -3.0 | -1 | 3 | 0 | -11 | 9 | 1 | -1 | 11
CC(C)N1OC2CC1c1nc3ccccc3n1C2 (stereo not drawn) | 2 | 3.1 | 6 | 0 | -2 | 11 | -3 | -4 | -1 | -11
COC(=O)C1=C(c2cccc(OCc3ccccc3)c2)C[C@@H]2CC[C@H]1N2C(=O)NCc1ccc(Cl)cc1 | 1 | -2.1 | -6 | 2 | 9 | -32 | . | 1 | 16 | 32
CC(=O)O[C@H]1CC[C@@]2(C)C(=CC(=O)C3C2CC[C@@]2(C)C3C[C@H](OC(C)=O)[C@@H]2OC(C)=O)C1 (stereo partly drawn) | 9.0* | -0.2 | -7 | -3 | -10 | 66* | -7 | 3 | 0 | -66
CCn1ccnc1CN1CCCC(C(=O)c2cc(C)c(OC)c(C)c2)C1 (stereo not drawn) | 3 | -1.8 | 1 | 2 | -11 | . | -19 | -13 | 3 | .
CC1CCN(CCc2nc3ccccc3[nH]2)CC1 | 2 | 1.4 | 4 | -3 | -11 | 9 | 0 | -1 | 2 | -9
O=C(NC1CN2CCC1CC2)c1cc(Cl)c([N+](=O)[O-])c2nc[nH]c12 (stereo not drawn) | 2 | -0.3 | 0 | -13 | -7 | -1 | -56 | -1 | -6 | 1
CCCCn1c(NC(=O)c2ccco2)c(C(=O)OCC)c2nc3ccccc3nc21 | -1 | -0.3 | 6 | -23 | -7 | 7 | -2 | -8 | . | -7
CCc1cc2c(s1)NC(=O)CN=C2c1cccs1 | 1 | -1.0 | 0 | . | 10 | -12 | . | 1 | . | 12
COCCOC(=O)c1c(C)oc2ccc(OC(=O)N(C)C)cc12 | 1 | 0.3 | 9 | -2 | -5 | 36 | . | -3 | -7 | -36
Nc1ccccc1C(=O)OCC(=O)c1ccc2c(c1)OCCO2 | -2 | -1.0 | 3 | -1 | -2 | -14 | 26 | -8 | 7 | 14
CCN(CC)C(=O)c1ccc(NC(=O)c2cccc(S(=O)(=O)N3CCN(Cc4ccccc4)CC3)c2)cc1 | -2 | 1.0 | -13 | 19 | 0 | 0 | -40 | 5 | -5 | 0
Cc1[nH]c2ccccc2c1CCNCc1cccnc1 | 0 | . | -4 | -4 | 2 | 9 | 4 | 1 | -2 | -9
